High-throughput results from PubChem BioAssay.
ARNT TACC3 PPI: disruptors of ARNT/TACC3 protein interaction, primary screen, biochemical, AlphaScreen, single concentration; inhibition, % at 9.99 µM; AID 623870, 2012; actives 0.66% (n = 390,000); Transforming acidic coiled-coil-containing protein 3 (Homo sapiens), Q9Y6A5; AlphaScreen His-ARNT PAS-B/GST-TACC3 binding, luminescence; TACC3 fragment carries E629A point mutation;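 active = mean inhibition of replicates at least 50% and at least half of replicates each reaching 50%; inconclusive = half or more replicates reach 50% but mean below 50%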;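 also: 0% = complete ARNT plus TACC3 wells and 100% = ARNT alone without TACC3; many hits fall short of the cut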
EWS-Fli block: EWS/Fli-driven NR0B1 reporter inhibitors, primary screen, A673 cells, NR0B1 luciferase, luminescence, MLPCN library; viability-normalised; inhibition, % at 12.6 µM; actives 0.67% (n = 350,000); AID 651661, 2012;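 active = mean inhibition of at least 50% after viability correction, with every replicate also passing that limit; inconclusive = mean reaches 50% but only one of two replicates passes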;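 also: firefly luciferase signal divided by Alamar Blue viability fluorescence both relative to DMSO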
PAX8 inh HTS: inhibitors of PAX8-driven TPO luciferase reporter, primary screen, RMG-I cells, single concentration. SteadyGlo, 24 h. inhibition, % at 12.6 µM. actives 1.2% (n = 360,000);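 active = mean replicate inhibition at least 60% with every replicate also reaching 60%; inconclusive = only one of the two criteria is met; inactive = mean below 60% and not all replicates reaching 60%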;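 also: luciferase light reporting Pax8 driven TPO promoter activity; plate controls were median of neutral control wells for no effect and mitoxantrone controls for full effect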
Casp6 inh: human caspase-6 inhibitors, primary screen, biochemical, VEID-R110 fluorescence, single point, set 2; P55212; purified caspase-6, Z-VEID-R110 cleavage fluorescence; inhibition, % at 12.5 µM; actives 0.53% (n = 350,000); AID 686996, 2013;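 active = mean inhibition across replicates at least about 35%, with every replicate also reaching that limit, limit read from the data; inconclusive = only one of the two criteria met; inactive = neither criterion met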;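 also: 0% = median of neutral control wells and 100% = no fluorescence left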
Target sequence (P55212 24-179 limits assumed): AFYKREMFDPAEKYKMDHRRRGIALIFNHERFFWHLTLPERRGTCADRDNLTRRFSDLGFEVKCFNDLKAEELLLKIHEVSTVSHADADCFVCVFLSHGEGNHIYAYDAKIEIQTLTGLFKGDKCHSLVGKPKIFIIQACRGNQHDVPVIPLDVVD
Target sequence (P55212 194-293 limits assumed): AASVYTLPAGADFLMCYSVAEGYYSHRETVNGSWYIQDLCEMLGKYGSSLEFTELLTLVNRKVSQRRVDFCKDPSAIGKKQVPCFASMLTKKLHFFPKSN
DENV2 CPE rescue: inhibitors of DENV2 cytopathic effect, primary screen, cell-based, plate reader, single concentration; DENV2-infected cells, cytopathic effect rescue; CPE inhibition, % at 9.99 µM; actives 1.7% (n = 350,000); in the data active = CPE inhibition above about 20%, passing the limit was not always enough; inconclusive = no clear call, values can overlap the other calls; tested in BHK-21 cells;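 also: 0% = median of neutral control wells and 100% = median of positive control wells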
LGR2 inh: inhibitors of bursicon-induced LGR2 CRE-luciferase signal, primary screen, cell-based, HEK293, CRE-luciferase reporter, bursicon stimulation | Drosophila bursicon receptor LGR2 (rickets) | AID 720647, 2013 | bursicon-stimulated, 4 h | inhibition, % at 9.99 µM | actives 0.35% (n = 380,000);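 active = drop in luminescence signal, shown as inhibition above about 50% in the replicate tests, limit read from the data, passing the limit was not always enough; inconclusive = probably only some replicates passing the limit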;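 also: agonist challenge used bursicon conditioned medium at about half maximal strength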
SIRT5 inh: SIRT5 desuccinylase inhibitors, primary screen, biochemical, fluorescence imaging, single point, set 5; NAD-dependent protein deacylase sirtuin-5, mitochondrial (Homo sapiens), Q9NXA8; Purified SirT5, succinyl-peptide AMC, trypsin-coupled fluorescence; inhibition, % at 15 µM; actives 1.1% (n = 330,000); in the data active = inhibition above about 15%; inconclusive = no clear call, values can overlap the other calls
Target sequence (Q9NXA8 whole entry, looked up): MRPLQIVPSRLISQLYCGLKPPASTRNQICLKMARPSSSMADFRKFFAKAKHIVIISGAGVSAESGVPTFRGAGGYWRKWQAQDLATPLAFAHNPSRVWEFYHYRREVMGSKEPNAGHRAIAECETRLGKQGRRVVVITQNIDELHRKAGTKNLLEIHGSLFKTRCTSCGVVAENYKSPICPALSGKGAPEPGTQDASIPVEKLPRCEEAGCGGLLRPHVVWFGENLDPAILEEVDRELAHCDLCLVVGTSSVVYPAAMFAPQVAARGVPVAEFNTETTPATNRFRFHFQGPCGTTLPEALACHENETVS
* marks the source's active call; other numbers are inactive results.

How did CC1=C(C)CC(C(=O)NNC(=O)c2csc3c2CCC(C(C)(C)C)C3)C(C(=O)O)C1 (stereo not given) do in these assays?
ARNT TACC3 PPI: -7; PAX8 inh HTS: -20; LGR2 inh: 15

Results for COc1ccc(NC(=O)C2CCCN2C(=O)Nc2ccc(OC)cc2)cc1 (stereo not given) ?
ARNT TACC3 PPI: 12; EWS-Fli block: -3; PAX8 inh HTS: 5; Casp6 inh: -1; DENV2 CPE rescue: 5; LGR2 inh: -4; SIRT5 inh: 0

What do the screens show for `O=C(NCc1ccccc1C(F)(F)F)C1CCC(=O)N(C2CCCCCC2)C1` (stereo not given)?
ARNT TACC3 PPI: 0; EWS-Fli block: 0; PAX8 inh HTS: -1; Casp6 inh: -6; DENV2 CPE rescue: -1; LGR2 inh: -17; SIRT5 inh: 1

How did COc1ccc(N2CCN(CCNC(=O)Nc3ccc(Cl)cc3)CC2)cc1 do in these assays?
ARNT TACC3 PPI: -4; EWS-Fli block: -4; Casp6 inh: -2; DENV2 CPE rescue: 5; LGR2 inh: 9; SIRT5 inh: -2

How did COC(=O)C1=C(C)N(Cc2ccc(Br)cc2)C(=S)NC1c1ccccc1 (stereo not given) do in these assays?
EWS-Fli block: -3; PAX8 inh HTS: 5; Casp6 inh: -6; DENV2 CPE rescue: inconclusive; LGR2 inh: 38

How did CCOC(=O)CN1CCC(C2(c3cc4ccccc4[nH]3)OCCO2)CC1 do in these assays?
EWS-Fli block: -28; PAX8 inh HTS: -9; Casp6 inh: -3; DENV2 CPE rescue: -5; LGR2 inh: -17

Results for CCN(CC(=O)NC(=O)Nc1ccccc1F)Cc1ccccc1 ?
ARNT TACC3 PPI: -3; EWS-Fli block: -4; Casp6 inh: -4; DENV2 CPE rescue: -7; LGR2 inh: 8; SIRT5 inh: -2

What do the screens show for `CN1C(=O)c2cc(NC(=O)c3cscn3)ccc2OC[C@H]2O[C@H](CC(=O)NCC3CC3)CC[C@H]21`?
ARNT TACC3 PPI: 1; EWS-Fli block: 5; PAX8 inh HTS: 7; DENV2 CPE rescue: -1; LGR2 inh: 11

How did N#C/C(=C\c1ccccn1)c1nc2ccccc2s1 do in these assays?
ARNT TACC3 PPI: -6; EWS-Fli block: -42; PAX8 inh HTS: 6; Casp6 inh: 3; DENV2 CPE rescue: 6; LGR2 inh: -100; SIRT5 inh: 0

How did CC(C)(C)OC(=O)N/N=C\c1ccc(OC(=O)c2ccco2)cc1 do in these assays?
ARNT TACC3 PPI: -3; EWS-Fli block: -48; PAX8 inh HTS: -139; Casp6 inh: -2; DENV2 CPE rescue: 9; LGR2 inh: -44; SIRT5 inh: -6

How did O=C(CNC(=O)c1cccc(S(=O)(=O)N2CCc3ccccc32)c1)Nc1ccccc1Br do in these assays?
ARNT TACC3 PPI: -4; EWS-Fli block: -53; PAX8 inh HTS: 13; Casp6 inh: 6; DENV2 CPE rescue: 9; LGR2 inh: 22; SIRT5 inh: 3

What do the screens show for `CCCN(CC(=O)Nc1ccccc1C)C(=O)c1cn2ccccc2n1`?
ARNT TACC3 PPI: 5; EWS-Fli block: -3; PAX8 inh HTS: 1; Casp6 inh: 3; DENV2 CPE rescue: 0; LGR2 inh: -16; SIRT5 inh: -1

Results for COc1ccc(NC(=O)CSc2nc(N)cc(N)n2)cc1S(=O)(=O)N1CCCCC1 ?
ARNT TACC3 PPI: 6; EWS-Fli block: -9; PAX8 inh HTS: 9; Casp6 inh: 0; DENV2 CPE rescue: 3; LGR2 inh: -15; SIRT5 inh: -1

Results for CCSc1nc(-c2ccccc2)c(-c2ccccc2)n1CC(O)CO (stereo not given) ?
EWS-Fli block: 10; PAX8 inh HTS: 3; Casp6 inh: 1; DENV2 CPE rescue: 5; LGR2 inh: 2; SIRT5 inh: -2

How did C[C@@H](NC(=O)C[C@H]1C=C[C@@H](NS(=O)(=O)c2cccc(F)c2)[C@H](CO)O1)c1ccccc1 do in these assays?
ARNT TACC3 PPI: -17; EWS-Fli block: -4; PAX8 inh HTS: -6; Casp6 inh: 2; DENV2 CPE rescue: -7; LGR2 inh: 10; SIRT5 inh: 1

What do the screens show for `C[C@H](NC(=O)c1[nH]cnc1C(=O)Nc1ccccc1)c1ccccc1`?
ARNT TACC3 PPI: 18; EWS-Fli block: 13; PAX8 inh HTS: 10; DENV2 CPE rescue: inconclusive; LGR2 inh: -8

Results for CCc1cccc(CC)c1NC(=O)CO/N=C(\C)c1cccs1 ?
ARNT TACC3 PPI: -1; PAX8 inh HTS: 25; LGR2 inh: 18

What do the screens show for `CC(=NNC(=S)Nc1ccc(C)cc1)c1ccccn1`?
ARNT TACC3 PPI: 62*; EWS-Fli block: -18; PAX8 inh HTS: 37; Casp6 inh: 40*; DENV2 CPE rescue: -1; LGR2 inh: -32; SIRT5 inh: -2

How did CCN(Cc1cnn(C)c1)Cc1nc(C(c2ccccc2)c2ccccc2)no1 do in these assays?
ARNT TACC3 PPI: 2; EWS-Fli block: -6; PAX8 inh HTS: -2; Casp6 inh: -3; DENV2 CPE rescue: 3; LGR2 inh: 5; SIRT5 inh: -4

What do the screens show for `C[C@H]1CN([C@@H](C)CO)C(=O)Cc2cc(NC(=O)Nc3cccc4ccccc34)ccc2O[C@H]1CN(C)CC1CCCCC1`?
ARNT TACC3 PPI: 52*; EWS-Fli block: -5; PAX8 inh HTS: -20; Casp6 inh: 6; DENV2 CPE rescue: -6; LGR2 inh: 14; SIRT5 inh: 1

What do the screens show for `Cc1ccc(NC(=O)CN2CCc3ccccc3C2)cc1F`?
ARNT TACC3 PPI: -4; EWS-Fli block: -2; PAX8 inh HTS: -7; Casp6 inh: 3; DENV2 CPE rescue: -2; LGR2 inh: -3; SIRT5 inh: 0

What do the screens show for `O=C(CSc1nc(NS(=O)(=O)c2ccccc2)cc(=O)[nH]1)Nc1ccc(Cl)cc1`?
ARNT TACC3 PPI: 1; EWS-Fli block: 3; PAX8 inh HTS: 14; Casp6 inh: 1; DENV2 CPE rescue: -6; LGR2 inh: -4; SIRT5 inh: 0

Results for COc1ccc(NC(=O)Nc2ccc3c(c2)CC(=O)N([C@H](C)CO)C[C@@H](C)[C@H](CN(C)CC2CC2)O3)cc1 ?
ARNT TACC3 PPI: 5; EWS-Fli block: -3; Casp6 inh: -1; DENV2 CPE rescue: -3; LGR2 inh: 8; SIRT5 inh: -2

What do the screens show for `CCCCc1ccc(S(=O)(=O)NC(=O)C2(C)CCN2C(=O)Cc2ccccc2)cc1` (stereo not given)?
EWS-Fli block: 1; PAX8 inh HTS: 5; Casp6 inh: 2; DENV2 CPE rescue: 5; LGR2 inh: 5; SIRT5 inh: 3

How did COc1ccc(CNC(=O)C[C@@H]2CC[C@@H]3[C@@H](COc4ccc(NC(C)=O)cc4C(=O)N3C)O2)cc1 do in these assays?
ARNT TACC3 PPI: -1; EWS-Fli block: -6; PAX8 inh HTS: -10; Casp6 inh: -3; DENV2 CPE rescue: 10; LGR2 inh: 2; SIRT5 inh: -4

Results for COCC#Cc1ccc2c(c1)O[C@@H](CN(C)C(=O)C1CC1)[C@@H](C)CN([C@@H](C)CO)S2(=O)=O ?
ARNT TACC3 PPI: -3; EWS-Fli block: 0; Casp6 inh: 1; DENV2 CPE rescue: -1; LGR2 inh: -4; SIRT5 inh: 5

What do the screens show for `CC(=O)c1cc(CC(=O)N2CCc3c([nH]c4ccccc34)C2c2ccccn2)cs1` (stereo not given)?
ARNT TACC3 PPI: 12; EWS-Fli block: 21; PAX8 inh HTS: 3; Casp6 inh: 0; DENV2 CPE rescue: 1; LGR2 inh: -18; SIRT5 inh: -2

Results for C[C@H]1CN([C@@H](C)CO)C(=O)c2cc(C#Cc3cccnc3)cnc2O[C@H]1CN(C)C ?
ARNT TACC3 PPI: 0; EWS-Fli block: -10; Casp6 inh: 1; DENV2 CPE rescue: -8; LGR2 inh: -4; SIRT5 inh: 0

What do the screens show for `CC(C)C[C@@H]1COCn2nncc2CCCC(=O)N1`?
EWS-Fli block: -5; PAX8 inh HTS: -2; Casp6 inh: 3; DENV2 CPE rescue: -1; LGR2 inh: 6; SIRT5 inh: 0

What do the screens show for `Nc1ccc2c3c(cccc13)C(=O)N(c1ccccc1)C2=O`?
EWS-Fli block: -18; PAX8 inh HTS: -3; Casp6 inh: 3; DENV2 CPE rescue: inconclusive; LGR2 inh: 2; SIRT5 inh: 2

How did Cc1c(C)c2ccc(OC(C)C(=O)NCc3ccccn3)cc2oc1=O (stereo not given) do in these assays?
ARNT TACC3 PPI: 3; PAX8 inh HTS: -14; Casp6 inh: 1; DENV2 CPE rescue: 4; LGR2 inh: 7; SIRT5 inh: -24

Results for C=CCOc1ccc(/C=C/C(=O)N2CCCN(S(=O)(=O)c3c(C)noc3C)CC2)cc1 ?
EWS-Fli block: -1; PAX8 inh HTS: 5; Casp6 inh: 8; DENV2 CPE rescue: 1; LGR2 inh: -7; SIRT5 inh: -1

How did C=CCNC(=S)Nc1ccc(C)c(S(=O)(=O)N2CCCCC2)c1 do in these assays?
ARNT TACC3 PPI: 0; EWS-Fli block: 2; PAX8 inh HTS: 10; Casp6 inh: -3; DENV2 CPE rescue: -8; LGR2 inh: 13; SIRT5 inh: -3

Results for Cc1ccccc1NC(=O)Cc1nc(COC(=O)c2cccc(C)c2O)cs1 ?
ARNT TACC3 PPI: -11; PAX8 inh HTS: 3; Casp6 inh: -4; DENV2 CPE rescue: 3; LGR2 inh: 11; SIRT5 inh: -2

What do the screens show for `Cc1ccccc1SCC(=O)Nc1ccc(N2CCOCC2)cc1`?
ARNT TACC3 PPI: -2; EWS-Fli block: -13; PAX8 inh HTS: -8; Casp6 inh: 1; LGR2 inh: -2; SIRT5 inh: -4

Results for Cc1cc(NC(=O)CN2C(=O)NC(C)(CC(C)C)C2=O)no1 (stereo not given) ?
ARNT TACC3 PPI: 15; EWS-Fli block: 8; PAX8 inh HTS: -1; Casp6 inh: -5; DENV2 CPE rescue: -8; LGR2 inh: 1; SIRT5 inh: -5

What do the screens show for `C/C=C/c1ccc2c(c1)[C@@H]1[C@@H](CCN1S(=O)(=O)c1ccccc1C)[C@H](CO)N2`?
Casp6 inh: 0; DENV2 CPE rescue: 12; LGR2 inh: -14; SIRT5 inh: 10

What do the screens show for `CCn1c(SCC(=O)Nc2cc(C)on2)nnc1-c1cccnc1`?
ARNT TACC3 PPI: -2; EWS-Fli block: 3; Casp6 inh: -1; DENV2 CPE rescue: 16; LGR2 inh: 2; SIRT5 inh: 6

How did O=C(COc1ccc([N+](=O)[O-])cc1Cl)N1CCc2ccccc21 do in these assays?
ARNT TACC3 PPI: -6; EWS-Fli block: -109; PAX8 inh HTS: -222; Casp6 inh: 1; DENV2 CPE rescue: 2; LGR2 inh: -96; SIRT5 inh: -2

What do the screens show for `C[C@@H]1CN([C@H](C)CO)C(=O)c2cc(-c3cccnc3)cnc2O[C@@H]1CN(C)C(=O)NC1CCCC1`?
EWS-Fli block: -17; Casp6 inh: -1; DENV2 CPE rescue: 4; LGR2 inh: 6; SIRT5 inh: -1

What do the screens show for `COc1cc(OC)c(NC2c3ccccc3C(=O)N2c2cc(C)ccn2)cc1Cl` (stereo not given)?
ARNT TACC3 PPI: -2; EWS-Fli block: -65; PAX8 inh HTS: -146; Casp6 inh: -1; LGR2 inh: 6; SIRT5 inh: -2

A stretch from further up:
How did CC1=C(C)CC(C(=O)NNC(=O)c2csc3c2CCC(C(C)(C)C)C3)C(C(=O)O)C1 (stereo not given) do in these assays?
ARNT TACC3 PPI: -7; PAX8 inh HTS: -20; LGR2 inh: 15

Results for COc1ccc(NC(=O)C2CCCN2C(=O)Nc2ccc(OC)cc2)cc1 (stereo not given) ?
ARNT TACC3 PPI: 12; EWS-Fli block: -3; PAX8 inh HTS: 5; Casp6 inh: -1; DENV2 CPE rescue: 5; LGR2 inh: -4; SIRT5 inh: 0
